ERa SRC1 inh = blocks coactivator binding to human estrogen receptor alpha | hit rate 1.7% among 86,000 | P03372 | inhibition, % at 25.6 µM | TR-FRET ER-alpha LBD / SRC-1 peptide, estradiol-bound; in the data active = inhibition above about 50%;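 also: 0% = receptor plus peptide control and 100% = peptide only without receptor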
H69AR inhibit = blocks growth of human H69AR lung tumor cells; viability, % at 10 µM; hit rate 6% among 85,000; H69AR lung tumor viability, ATP luminescence, 72 h; stronger effect = lower value;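 active = viability at or below 40%; inactive = viability above 40%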;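 also: multidrug resistant small cell line overexpressing MRP-1 efflux transporter; 100% = mean luminescence of untreated control wells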
HUVEC inhibit = blocks proliferation of human endothelial cells | AID 648 | hit rate 1.1% among 86,000 | viability, % at 10 µM (by protocol) | HUVEC proliferation, CellTiter-Glo luminescence, 72 h; stronger effect = lower value;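 active = viability at or below 30%; inactive = viability above 30%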;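 also: 100% = median luminescence of DMSO-only cell control wells on each plate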
Lung fibro prol = blocks proliferation of human lung fibroblasts | viability, % at 10 µM | LL 47 human lung fibroblast viability, ATP luminescence; stronger effect = lower value | hit rate 1.1% among 85,000;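 active = viability at or below 50% in the single dose screen; inactive = viability above 50%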;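 also: compound exposure lasted 72 h before the ATP readout; 100% = median luminescence of untreated cell-only wells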
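test system = LL 47 human lung fibroblasts | amount = 1,150 fibroblasts seeded per well | medium = 15% FBS in IMEM | times = overnight cell rest, 72 h compound treatment at 37 °C | measured by = CellTiter-Glo luminescence measuring cellular ATP | read-out = viability percentage against median untreated-cell control | benchmarks = cell-only wells, no compound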
CYP2C19 inhib = blocks human cytochrome P450 2C19; CYP2C19 Supersomes, luciferin-H EGE luminescence, 30 min; P33261; inhibition, % at 5 µM; hit rate 21% among 96,000;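 active = CYP2C19 inhibition above a set limit at 5 µM in the primary screen, cut at about 50% in these data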;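 also: plate controls were negative control wells for no effect and 2.5 mM tranylcypromine positive control for full effect; values of inactives mirror those of a sister screen read the other way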
ERa coact pot = enhances coactivator binding to human estrogen receptor alpha | P03372 | TR-FRET ERalpha-LBD/SRC-Cy5 coactivator binding, 2 h; 100 = basal binding, no effect | coactivator binding (% of control), % at 25.6 µM | hit rate 1.3% among 86,000 | AID 639; in the data active = activity above about 200%;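 also: binding measured in presence of low estradiol as agonist stimulus; 0% = peptide alone without receptor and 100% = receptor with peptide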
Mac1 fbg inh = inhibitors of human CD11b/CD18 binding to fibrinogen; P05107+P11215; K562 CD11b/CD18 adhesion to fibrinogen, ATPlite luminescence; Mn2+ added to activate the integrin; inhibition, % at 10 µM; hit rate 0.54% among 93,000; AID 1497;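 active = primary inhibition of 50% or more at 10 µM, then 40% or more on retest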; also: some results filed as inactive read as strong as hits
Target sequence (P05107 whole entry, looked up, other chains not shown): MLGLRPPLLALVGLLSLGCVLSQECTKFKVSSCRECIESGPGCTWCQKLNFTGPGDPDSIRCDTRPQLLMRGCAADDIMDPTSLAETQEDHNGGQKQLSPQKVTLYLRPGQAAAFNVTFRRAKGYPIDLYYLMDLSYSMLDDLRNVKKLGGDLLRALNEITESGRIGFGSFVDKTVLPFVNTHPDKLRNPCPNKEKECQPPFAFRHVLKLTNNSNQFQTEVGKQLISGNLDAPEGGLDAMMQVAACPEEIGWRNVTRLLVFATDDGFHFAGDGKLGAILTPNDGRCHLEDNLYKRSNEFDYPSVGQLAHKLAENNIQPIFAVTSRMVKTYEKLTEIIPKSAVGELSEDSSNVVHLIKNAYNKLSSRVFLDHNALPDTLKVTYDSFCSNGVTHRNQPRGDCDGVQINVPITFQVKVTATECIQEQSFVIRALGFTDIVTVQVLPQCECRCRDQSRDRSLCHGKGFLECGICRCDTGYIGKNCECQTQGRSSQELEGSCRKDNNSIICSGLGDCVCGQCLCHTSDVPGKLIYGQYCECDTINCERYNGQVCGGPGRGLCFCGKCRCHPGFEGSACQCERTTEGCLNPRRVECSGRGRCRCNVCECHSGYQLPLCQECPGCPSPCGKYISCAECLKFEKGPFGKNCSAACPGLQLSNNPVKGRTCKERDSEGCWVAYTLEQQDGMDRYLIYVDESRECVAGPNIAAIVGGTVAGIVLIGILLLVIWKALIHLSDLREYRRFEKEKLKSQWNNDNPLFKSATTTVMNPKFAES
CYP2C19 act = cytochrome P450 2C19 (human) activation; P33261; activation factor at 5 µM; 96,000 tested, under 10 active; AID 1025; recombinant CYP2C19, luciferin-H EGE luminescence; stronger effect = higher value; 0 = fully inhibited enzyme, 1 = untreated enzyme;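 active = activation factor of at least 2 at 5 µM in the primary screen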;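 also: 0 = wells with 2.5 mM tranylcypromine and 1 = vehicle-only wells; values of inactives mirror those of a sister screen read the other way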
Mac1 fbg enh = increases human CD11b/CD18 adhesion to fibrinogen; P05107+P11215; K562 CD11b/CD18 adhesion to fibrinogen, ATPlite luminescence; activation, % at 10 µM; hit rate 0.07% among 93,000;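 active = 10 µM primary screen giving 50% or more activity, confirmed by 40% or more on retest at that dose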; also: strong numbers were not always called active
* marks the source's active call; other numbers are inactive results; x = no result given; [ ] = another dose, or the depositor's remark.

Structure,H69AR inhibit,Lung fibro prol,CYP2C19 inhib,ERa SRC1 inh,HUVEC inhibit,Mac1 fbg inh,CYP2C19 act,ERa coact pot,Mac1 fbg enh
COc1ccc(C(=O)NCC(=O)OCC(=O)c2ccc3c(c2)OCCO3)cc1,x,x,0.5,x,x,27.3,1,x,-0.3
CCOC(=O)Cc1cc(-c2ccccc2)nc2ccc3ccccc3c12,x,x,38.7,x,x,-7.6,0.6,x,-5.3
COc1cccc(OCC(=O)Nc2c(C(=O)Nc3ccc(OC)cc3OC)oc3ccccc23)c1,20.6*,76.8,x,72.9*[fluorescence artefact?],31.9,x,x,219.8*[fluorescence artefact?],x
COC(=O)c1c(NS(=O)(=O)c2cccs2)sc2c1CCCC2,96.3,97.3,-1.7,-18.5[fluorescence artefact?],86.5,-28.4,1,106.9,5.6
CCCCN1c2ccccc2N(CCCO)c2cc(C)nnc21,66.5,87.7,27.1,2.8,105.9,18.3,0.7,103.0,-4.8
Cc1c(NC(C)c2cc(Cl)ccc2O)c(=O)n(-c2ccccc2)n1C (stereo not drawn),71.8,105.1,95.7*,2.6,94.3,-35.3,0,94.5,0.6
CCOC(=O)/C(=C\Nc1ccc(OC(F)(F)F)cc1)Sc1ncc(C(F)(F)F)cc1Cl,97.8,92.3,39.7,-3.3,96.0,1.4,0.6,123.9,-2.3
O=C(NC1CCN(C(=O)N2CCOCC2)CC1)c1ccccc1,x,92.6,3.9,2.2,100.4,-4.7,1,112.9,-3.0
COc1ccccc1N1CCSC1C(N)=O (stereo not drawn),99.2,95.5,6.5,1.7,92.6,x,0.9,109.2,x
N#Cc1ccc(NC(=O)C2CC(c3ccc(F)cc3)=NO2)cc1 (stereo not drawn),96.0,104.6,7.7,-11.1,75.8,-7.7,0.9,177.8[fluorescence artefact?],-1.3
CC(C)C(=O)N1CCN(c2ccccc2N)CC1,105.3,97.7,30.8,6.8,96.6,-15.1,0.7,113.8,0.4
COc1ccc(NC(=O)NC2(C(=O)N3CCCCCC3)CCCCC2)cc1,100.2,110.9,29.3,1.8,110.6,15.7,0.7,97.8,0.7
COCCSc1nnc(NC(=O)CSc2ccccc2)s1,98.4,105.5,4.9,2.4,85.5,-1.4,1,119.8,1.6
CC(=O)N/C(=N/c1nc(C)cc(C)n1)Nc1ccc(NC(C)=O)cc1,87.6,92.8,-8.7,21.3[fluorescence artefact?],91.0,-31.1,1.1,73.7,8.8
CCOC(=O)C1CCN(C(c2cc3ccc(C)c(C)c3[nH]c2=O)c2nnnn2C2CCCCC2)CC1 (stereo not drawn),81.5,90.0,80.1*,29.8[fluorescence artefact?],92.8,7.2,0.2,199.2[fluorescence artefact?],0.0
CC(SCc1cn2cc(Cl)ccc2n1)C(=O)O (stereo not drawn),105.9,101.4,1.7,-4.3,96.0,-12.8,1,109.8,10.7
Cc1c(NC(=O)c2noc(C(C)C)c2[N+](=O)[O-])c(=O)n(-c2ccccc2)n1C,98.2,102.7,1.6,5.0,92.7,-10.3,1,117.9,2.8
COc1ccccc1C(c1nnnn1C(C)(C)C)N1CCN(Cc2ccccc2)CC1 (stereo not drawn),85.2,94.7,x,-1.4,92.6,x,x,99.2,x
COc1ccc(NC(=O)CC2C(=O)N(c3cccc(C)c3)C(=O)N2C2CCCCC2)cc1 (stereo not drawn),108.3,102.0,55.8*,2.7,105.6,2.0,0.4,111.6,2.1
CCOc1ccc(OCC)c(S(=O)(=O)N2CCCCC2)c1,94.2,x,80.9*,-3.5,108.2,-1.7,0.2,112.5,2.0
COc1ccc(C2=NOC3(CC(=O)N(c4ccc(C)cc4)C3=O)C2)cc1 (stereo not drawn),98.4,98.5,-13.3,3.9,95.9,23.6,1.1,73.1[fluorescence artefact?],-2.2
C=CCn1c(=O)c(C(=O)Nc2cccnc2)c(O)c2ccccc21,96.4,93.9,x,43.3[fluorescence artefact?],88.8,x,x,131.8[fluorescence artefact?],x
CC1CN(Cc2nc3c(c(=O)n(C)c(=O)n3C)n2CC(O)CO)CC(C)O1 (stereo not drawn),95.4,104.5,4.2,-5.8,91.8,2.6,1,128.2,-1.0
CCCn1c(CC)nc([N+](=O)[O-])c1Sc1ccc(C)cc1,x,x,22.6,x,x,-20.1,0.8,x,0.0
Cn1nnnc1SCc1nnc(-c2ccc(Cl)cc2)o1,105.5,95.3,77.6*,-71.8,103.4,-8.0,0.2,105.4,-0.2

Reprinted from the part before: 2 entries, followed by the next part.
Structure,H69AR inhibit,Lung fibro prol,CYP2C19 inhib,ERa SRC1 inh,HUVEC inhibit,Mac1 fbg inh,CYP2C19 act,ERa coact pot,Mac1 fbg enh
CCCn1c(CC)nc([N+](=O)[O-])c1Sc1ccc(C)cc1,x,x,22.6,x,x,-20.1,0.8,x,0.0
Cn1nnnc1SCc1nnc(-c2ccc(Cl)cc2)o1,105.5,95.3,77.6*,-71.8,103.4,-8.0,0.2,105.4,-0.2
O=C1CCCCCN1CSc1nc2ccccc2s1,64.3,93.2,33.5,-3.0,101.1,4.3,0.7,95.0,-2.7
Cc1ccc(C2CC2C(=O)NNC(=S)Nc2cccc(C)c2)cc1 (stereo not drawn),61.9,91.6,x,-79.2,86.3,x,x,95.5,x
CCOC(=O)C1CCCN(S(=O)(=O)c2cc(OCC(N)=O)c(C)cc2Cl)C1 (stereo not drawn),99.3,x,91.4*,-8.4,101.3,-13.5,0.1,106.3,3.0
O=c1c2c3c(sc2n2cnnc2n1C1CCCCC1)CCC3,70.3,93.4,13.2,-3.2,94.1,6.5,0.9,105.9[fluorescence artefact?],8.3
O=C(NC1CCCC1)C(c1ccc(N2CCOCC2)cc1)N(Cc1ccccc1)C(=O)c1ccco1 (stereo not drawn),79.7,94.5,8.4,-2.2,94.9,-1.3,0.9,97.2,1.6
Cc1cccc(-n2c(SCC(=O)NCc3ccco3)nc3ccccc3c2=O)c1,81.1,97.2,16.3,10.8,85.5,-2.2,0.8,116.3,-3.5
Cc1[nH]c2ccccc2c1/C=N/Nc1ccc([N+](=O)[O-])cc1S(=O)(=O)Nc1ccc(Cl)cc1,x,x,-8.0,x,x,10.8,1.1,x,1.8
CCOC(=O)Cc1csc(-n2sc3ccccc3c2=O)n1,x,x,1.2,x,x,-26.2,1,x,28.7
CCN(CC(=O)Nc1ccc(OC)c(OC)c1)S(=O)(=O)c1ccc(C)cc1,87.3,112.1,10.0,-8.3,100.4,-45.1,0.9,102.3,4.3
Cn1c(=O)oc2cc(S(=O)(=O)Nc3ccc(Cl)cc3F)ccc21,83.5,90.2,x,-5.0,86.8,x,x,122.5,x
Cc1ccc(Cn2nc(C)c(NC(=O)C3CC3)c2C)cc1,101.5,98.5,x,-21.3,94.3,x,x,102.1,x
O=C1c2ccccc2C(=O)N1CCc1nc2ccccc2c(=O)n1Cc1ccco1,92.9,100.7,93.1*,-1.1,96.5,-3.5,0.1,99.4,-4.1
COc1ccc(N(CC(=O)NN=C2CCCCCCC2)S(=O)(=O)c2ccccc2)cc1Cl,x,x,32.4,x,x,-37.0,0.7,x,4.5
CCOC(=O)C1CCCN(S(=O)(=O)c2ccc(C)cc2)C1 (stereo not drawn),92.9,105.3,x,0.1,98.9,x,x,127.4,x
Cn1c2ccc(F)cc2c2ncn(CCCN(CCO)CCO)c(=O)c21,86.0,91.6,-6.6,-12.4,80.0,1.8,1.1,103.6,-0.7
CCN(CC)c1ccc(/C=c2\sc3nnc(-c4ccccc4Cl)n3c2=O)cc1,97.0,96.9,5.6,-2.1[fluorescence artefact?],94.3,15.9,0.9,147.2,5.6
CCOc1ccccc1NC(=O)c1cc(S(=O)(=O)N2CCC3(CC2)OCCO3)ccc1F,91.2,96.0,9.8,-2.1,105.4,-5.6,0.9,88.3,-3.3
Cn1c(C(=O)N2CCN(C(=O)c3ccco3)CC2)cc2c(=O)n(C)c3ccccc3c21,62.7,93.9,53.3*,-4.2,110.9,-2.3,0.5,114.3,3.1
COC(=O)Cn1c(CN(Cc2ccccc2)Cc2ccccc2)nc2c1c(=O)[nH]c(=O)n2C,66.1,94.8,34.8,0.6,92.2,x,0.7,103.5,x
CCCN1CCN(C(=O)c2ccc(Sc3ccc(C)cc3)c(NC(C)=O)c2)CC1,98.8,93.5,38.7,-1.4,90.5,9.4,0.6,109.5,-3.4
Cc1ccc(-n2nnnc2SCC(=O)Nc2cccc(NC(=O)c3ccco3)c2)cc1C,91.4,106.5,50.1*,79.4*,79.0,4.9,0.5,122.8[fluorescence artefact?],-1.3
COc1ccc(-n2c(C)cc(=O)c3c2CC(C)(C)CC3=O)cc1,93.2,99.8,-7.4,-7.4,117.9,-15.3,1.1,113.2,-5.7
O=C(CN1C(=O)NC2(CCCCCCC2)C1=O)NC(=O)NCc1ccco1,88.4,92.9,9.1,-2.4,89.4,-7.6,0.9,103.4,4.1
O=C(c1ccncc1)c1ccc(N2CCN(C3CC(=O)N(Cc4ccccc4)C3=O)CC2)cc1 (stereo not drawn),62.2,94.6,85.9*,1.5,93.9,x,0.1,121.9,x
FC(F)(F)c1nnc2sc(-c3cccs3)nn12,101.6,102.5,3.8,-3.0,103.8,1.7,1,91.4,-0.7

(list continues)
Structure,H69AR inhibit,Lung fibro prol,CYP2C19 inhib,ERa SRC1 inh,HUVEC inhibit,Mac1 fbg inh,CYP2C19 act,ERa coact pot,Mac1 fbg enh
O=C(CCCCn1c(=O)c2ccccc2n(CC(=O)Nc2ccccc2)c1=O)NCc1ccco1,98.7,87.6,-2.8,20.1,76.6,5.8,1,99.2[fluorescence artefact?],-3.5
c1ccc(-c2nnc(-c3c[nH]c4ccccc34)nc2-c2ccccc2)cc1,x,x,10.1,x,x,0.0,0.9,x,-0.2
COc1ccc(CN2CC(C(=O)NCC3CCCO3)CC2=O)cc1 (stereo not drawn),109.8,101.2,15.0,4.4,106.9,-42.9,0.8,113.4[fluorescence artefact?],-1.8
O=C(c1n[nH]c2ccccc12)N1CCN(S(=O)(=O)c2ccc3ccccc3c2)CC1,41.7,101.2,22.1,15.5,80.5,10.9,0.8,88.5[fluorescence artefact?],-0.1
COCCCn1c(C(C)C)nc2oc3cc(OC)ccc3c(=O)c2c1=O,81.7,99.6,19.2,6.0,99.6,6.0,0.8,123.5,-0.6
CC(C)Oc1ccc(N2CC(C(=O)Nc3ccc(N4CCOCC4)cc3)CC2=O)cc1 (stereo not drawn),88.1,93.1,x,3.7,89.3,x,x,93.0,x
Cc1ccccc1CSCCNC(=O)CCSc1ccccc1,x,x,36.6,x,x,15.1,0.6,x,3.9

Retrieved by compound from the list above (3):
Structure,H69AR inhibit,Lung fibro prol,CYP2C19 inhib,ERa SRC1 inh,HUVEC inhibit,Mac1 fbg inh,CYP2C19 act,ERa coact pot,Mac1 fbg enh
CC(C)Oc1ccc(N2CC(C(=O)Nc3ccc(N4CCOCC4)cc3)CC2=O)cc1 (stereo not drawn),88.1,93.1,x,3.7,89.3,x,x,93.0,x
Cc1ccccc1CSCCNC(=O)CCSc1ccccc1,x,x,36.6,x,x,15.1,0.6,x,3.9
COCCCn1c(C(C)C)nc2oc3cc(OC)ccc3c(=O)c2c1=O,81.7,99.6,19.2,6.0,99.6,6.0,0.8,123.5,-0.6

Screening data (PubChem)
